Source: PubChem BioAssay (National Center for Advancing Translational Sciences (NCATS))
HepG2 tox: qHTS for Inhibitors of TGF-b: Cytotox Counterscreen | HepG2 CAGA-GFP viability, ATP luminescence, 18 h | Potency, µM (top dose mostly 46.1 µM), inactives show at the highest dose activity change, negative = cytotoxicity, most hits filed as cytotoxic | actives 0.76% (n = 410,000); note: potency is the fitted concentration of half-maximal effect; some results filed as inactive show a strong effect at the top dose
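CellTiter-Glo luminescence gave cytotoxicity after 18 hours at 37 degrees C. The cells were HepG2 CAGA-GFP in 1% FBS DMEM, stimulated with 500 pg/mL TGF-beta after compound addition. %Activity was normalised to no-cell wells (complete cell-killing) and DMSO (no toxicity), and curves were fitted and classified.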
Nrf2 block: Nrf2 qHTS screen for inhibitors; A549 ARE-Fluc reporter, luciferase luminescence, 18-24 h; Potency, µM (top dose mostly 46 µM), without a hit: at the top dose activity change, negative = inhibition, most hits filed as inhibitors; actives 2.1% (n = 360,000); note: potency is the fitted concentration of half-maximal effect; % is set by controls: 0 for no effect and ±100 for the full control effect; nearly all actives have a fitted effect of over 60% in size
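A549 ARE_Fluc cells, 5000/well, 5% FBS OPTI-MEM; compounds in dose-response, 18-24 h at 37 °C/5% CO2; CellTiter-Fluor viability read (Ex 405/Em 525), then BugLite luciferase luminescence = Nrf2 activity.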
Nrf2 activator: qHTS of Nrf2 Activators; AREc32 ARE-luciferase reporter (MCF7-derived line), luminescence, 24 h; Potency, µM (series often up to 46.1 µM), without a hit: at the highest dose activation, actives largely listed as activators; actives 0.31% (n = 410,000); AID 624171, 2012; note: potency is the fitted concentration of half-maximal effect; % of control where 0% means no effect; nearly all actives have a fitted effect of over 65% in size
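For detection, Steady-Glo was added and plates sat 30 min at RT; before that, AREc32_Fluc cells grown overnight in OPTI-MEM/5% FBS had been treated with 23 nL compound for 24 hr at 37 deg C.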
TGFb SMAD3 inh: qHTS for Inhibitors of TGF-b | HepG2 CAGA-GFP TGF-b/SMAD3 reporter, GFP fluorescence, 18 h; TGF-beta stimulated, 500 pg/mL final | Potency, µM (top dose mostly 46.1 µM), inactives show at the highest dose activity, negative = inhibition, most hits filed as inhibitors | actives 1.2% (n = 410,000) | AID 588855, 2011; note: potency is the fitted concentration of half-maximal effect; % is set by controls: 0 for no effect and ±100 for the full control effect; nearly all actives have a fitted effect of over 65% in size
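Cell-based qHTS in HEPG2 carrying a CAGA-GFP Smad reporter; compounds added before 500 pg/mL final TGF-beta, 18 h incubation at 37 degrees C, GFP fluorescence quantified per cell by imaging cytometry.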
CCT modulator: High-Throughput Screening for Modulators of Cytosolic Chaperonin Activity; AID 651819, 2012; activity change, % (no concentration beside the values), hits read low; actives 0.3% (n = 360,000); purified chaperonin ATPase assay, HTRF ADP detection, 30 min; in the data active = activity change below about -30%; note: % is set by controls: 0 for no effect and ±100 for the full control effect
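Enzyme 40 or 20 nM (batch-dependent) in Tris pH 7.4/KCl/MgCl2/DTT; cpd 76 uM single point; ATP 10 uM; 30 min 37 °C; Transcreener ADP HTRF detection, 30 min RT; ratio 665/615.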
Akt phos inh: HTS Assay for Inhibitors of Akt Phophorylation: Primary Screen; actives 0.32% (n = 360,000); activity change, % for hits at 50 µM; AID 651550, 2012; Neuro2A IGF-stimulated pAkt S473 HTRF, 20 min; active compounds read low; in the data active = activity change below about -80%; inconclusive = mostly about -51% to -80%; note: % is set by controls: 0 for no effect and ±100 for the full control effect
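Single-point screen (50 µM final compound) in Neuro2A cells stimulated 20 min with 6 nM IGF at 37 deg C. After lysis, Ser473-phosphorylated Akt read by HTRF (ex 330 nm, em 615/665 nm) as the 665/615 ratio.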
MmCpn inh: Inhibitors of TCP-1 ring complex (TRiC) of Methanococcus maripaludis (MmCpn): qHTS; Chaperonin Mm-Cpn (Methanococcus maripaludis); purified Mm-Cpn ATPase, ADP Transcreener TR-FRET; Potency, µM (doses to about 76.9 µM), without a hit: top-dose activity, negative = inhibition, usual class: inhibitors; actives 0.031% (n = 330,000); note: potency is the fitted concentration of half-maximal effect; % is set by controls: 0 for no effect and ±100 for the full control effect; nearly all actives have a fitted effect of over 80% in size
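ATPase read-out: TR-FRET ADP immunoassay (anti-ADP Eu cryptate vs ADP-d2), ex 320 nm, em 590/665 nm; signal drops as ADP forms. Enzyme 25 nM, ATP 10 uM, 30 min at 37°C after 10 min compound preincubation.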
ATXN viability: Viability Counterscreen for Primary qHTS for Inhibitors of ATXN expression; S2 cells (HEK-293 line with an ATXN2-luciferase reporter) viability, CellTiter-Fluor protease fluorescence, 24 h; Potency, µM (titrated, usually from 56.7 µM), actives largely listed as cytotoxic; actives 0.49% (n = 400,000); AID 651635, 2014; note: potency is the fitted concentration of half-maximal effect; nearly all actives have a fitted effect of over 40% in size
A549 viability: Nrf2 qHTS screen for inhibitors: counterscreen for cytotoxicity; AID 504648, 2011; A549 ARE-Fluc cells, CellTiter-Fluor viability, 18-24 h; Potency, µM (doses to about 46 µM), inactives show top-dose activity change, negative = cytotoxicity, most hits filed as inhibitors; actives 0.16% (n = 390,000); note: potency is the fitted concentration of half-maximal effect; % is set by controls: 0 for no effect and ±100 for the full control effect
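A549 ARE-Fluc cells in 5% FBS OPTI-MEM, 5000 cells/well, rested 2 h then exposed to compounds in concentration-response for 18-24 h at 37 °C. Viability by CellTiter-Fluor fluorescence (Ex 405/Em 525) after 30 min; luciferase luminescence (BugLite, 15 min, RT) read afterwards.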
Active calls of the source: *; i = inactive; ? = inconclusive; . = not tested or not shown; [ ] = dose if it differs, or a comment. Unless noted, calls come from the whole dose curve; as a rule, active = well fitted curve in the direction sought with a large enough effect; inconclusive = small, poorly fitted or top-dose-only effect, or another doubt; inactive = no such curve, though single readings can be large; an effect the other way counts as inactive or inconclusive.

SMILES	HepG2 tox	Nrf2 block	Nrf2 activator	TGFb SMAD3 inh	CCT modulator	Akt phos inh	MmCpn inh	ATXN viability	A549 viability
Cc1nc(C(F)(F)F)ccc1C(=O)N1CCC1(C)C(=O)NS(=O)(=O)c1cccc(C#N)c1 (configuration not stated)	4%	.	-0.2%[9.22 µM]	29%	-0.7	i	.	i	.
COc1ccc(OC)c(NC(=O)c2nc(SCc3ccc(F)cc3)ncc2Cl)c1	-7%	18%	3.6%	-6%	.	.	.	.	7%
COc1cccc(N=C2SC(C(=O)Nc3ccc(F)cc3)CC(=O)N2C)c1 (configuration not stated)	-19%	21µM*	0.4%	-19%	1.2	i	1%	i	?
O=C(COC(=O)CSc1cc(Cl)ccc1Cl)NCc1ccc2c(c1)OCO2	2%	-22%	-0.8%	2%	-1.9	i	1%	i	-3%
CC(=O)c1cc(-c2ccccc2)n(CC(=O)NC2CCCC2)c1C	5%	.	-0.5%	-3%	-0.8	i	-1%	i	2%
CN1CCN(CCP(=O)(c2ccccc2)c2ccccc2)CC1	-3%	-2%	0.3%	0%	0.0	i	-2%	i	-1%
CCN(C(=O)CN1CCN(C)CC1)c1c(N)n(Cc2ccccc2)c(=O)[nH]c1=O	11%	12%	0.3%	6%	-0.8	i	-3%	i	-1%
COCCOC(=O)c1c(C)oc2ccc(OC(=O)c3cccs3)cc12	-29%	4%	3.9%	-12%	-0.2	i	-4%	i	.
Cc1oc(-c2cccc(Cl)c2)nc1CS(=O)(=O)CC(=O)NC1CC1	0%	?	-0.3%	-23%	1.5	i	2%	i	14%
O=C(NNc1ccc([N+](=O)[O-])cc1)C1CC2CCCC(C1)C2=O (configuration not stated)	-34%	4%	-0.7%	-24%	0.7	i	0%	i	-7%
CC(=C/c1ccccc1)/C=N/N1CCN(Cc2ccc(C)cc2)CC1	-29%	-16%	-0.1%	?	-1.9	i	0%	i	-7%
COc1ccccc1N1CCN(S(=O)(=O)c2cc(C(F)(F)F)cc(C(F)(F)F)c2)CC1	-9%	7%	0.0%	27%	-1.9	i	-1%	i	21%
COC(=O)Nc1ccc(S(=O)(=O)N(CCO)CC(F)(F)C(F)F)cc1	5%	8%	-0.4%	8%	-0.5	i	0%	i	-6%
COc1cccc(/C=N/NC(=O)c2cc3c(OC)c(OC)ccc3[nH]2)c1OC	12%	24%	-1.7%	9%	-0.8	i	-2%	?	3%
CCN(Cc1ccc2c(c1)OCO2)C(=O)/C=C/c1cccc(Br)c1	9%	?	2.9%	12%	-1.1	i	3%	i	-4%
C=C(C)C(=O)N1CC2(CC(c3cccc(NC(=O)c4ccccc4)c3)=NO2)C[C@@H]1C(N)=O (some centres not stated)	6%	17%	0.1%	-2%	0.2	i	2%	i	-4%
CC(=O)c1nn(-c2cccc(Br)c2)cc1C(=O)c1ccccc1	-13%	?	-0.2%	-17%	-5.0	i	1%	i	-2%
CC(C)(SC(=S)N1CCOCC1)C(=O)O	16%	4%	-0.4%	15%	-0.3	i	-3%	i	1%
COC(=O)C1=C(C)N(C)C(=O)/C1=C\c1cccs1	-26%	-1%	21%	-14%	-3.5	i	0%	i	-1%
C[C@H](NC(=O)c1nc[nH]c1C(=O)NCC(=O)OC(C)(C)C)C(=O)OCc1ccccc1	20%	1%	2.2%	-16%	-4.2	i	-1%	i	-2%
CCOc1ccc(Oc2c(C)oc3cc(O)ccc3c2=O)cc1	-2%	5%	-1.6%	4%	-0.1	i	-2%	i	0%
Cc1cc(O)c(NC(=O)c2ccc(Br)o2)cc1C	24%	?	?	0%	2.0	i	1%	i	0%
CSc1ccc(/C=N/n2c(C)cc(C)cc2=O)cc1	6%	26%	-0.6%	-7%	-1.9	i	0%	i	0%
CSc1ccc(CN2CCC(C)(Oc3ccc4ccccc4c3)C2)cc1 (configuration not stated)	-36%	.	5.0%	-7%	1.2	i	.	i	.
COc1cc(OC)cc(C(=O)Nc2ccc3nc(N4CCC(C)CC4)cc(C)c3c2)c1	-16%	-10%[9.27 µM]	7.4%	2%	.	.	.	?	-11%
COCCCNC(=O)c1c(NC(=O)Cc2coc3cc(C)cc(C)c23)sc2c1CCCC2	-40%	3%	4.8%	?	.	.	.	i	3%
C=CCN1C(=O)CS/C1=N/c1nccs1	-7%	-1%	-0.1%	0%	-0.1	i	-2%	i	0%
CCOc1ccc(-n2c(-c3ccc(Br)cc3)c[n+]3c2CCCCC3)cc1	5%	?	0.6%	-20%	-1.2	i	-1%	?	-14%
COc1ccc(CN2CCN(Cc3ccc(CO)o3)CC2CCO)cc1C (configuration not stated)	1%	10%	-1.4%	14%	-7.2	i	-8%	i	5%
Cc1cccc(OCC(=O)NNC(=O)CSc2ncc(C#N)c(N)n2)c1	0%	13%	0.2%	-19%	-1.7	i	2%	i	-1%

3 compounds out of the list, sorted by molecular weight, lowest first.
SMILES	HepG2 tox	Nrf2 block	Nrf2 activator	TGFb SMAD3 inh	CCT modulator	Akt phos inh	MmCpn inh	ATXN viability	A549 viability
CCOc1ccc(Oc2c(C)oc3cc(O)ccc3c2=O)cc1	-2%	5%	-1.6%	4%	-0.1	i	-2%	i	0%
Cc1cccc(OCC(=O)NNC(=O)CSc2ncc(C#N)c(N)n2)c1	0%	13%	0.2%	-19%	-1.7	i	2%	i	-1%
C=C(C)C(=O)N1CC2(CC(c3cccc(NC(=O)c4ccccc4)c3)=NO2)C[C@@H]1C(N)=O (some centres not stated)	6%	17%	0.1%	-2%	0.2	i	2%	i	-4%

Further entries
SMILES	HepG2 tox	Nrf2 block	Nrf2 activator	TGFb SMAD3 inh	CCT modulator	Akt phos inh	MmCpn inh	ATXN viability	A549 viability
COC(=O)CSc1cc(C)nc2ccc(OC)cc12	-4%	13%	0.1%	4%	-0.8	i	1%	i	0%
CSc1nsc2nc(=O)c(/C=C3\C(C)=Nc4ccccc43)c(N)n12	-6%	?	3.6%	-13%	2.8	i	0%	i	?
Cc1nc(C)c(C(=O)OCC(=O)N2CCN(c3ccccc3)CC2)s1	7%	?	-0.5%	7%	-0.2	i	1%	i	0%
Cc1cc(C)c2cc(CN(Cc3ccco3)C(=O)NCc3ccccc3)c(=O)[nH]c2c1	-24%	-23%	4.8%	?	0.1	i	-1%	i	-20%
CCC(C)NC(=O)Cn1c(COc2ccc(Cl)cc2Cl)nc2ccccc21 (configuration not stated)	4%	?	0.5%	13%	2.6	i	1%	i	8%
O=C(Nc1ccccn1)c1ccc(C(=O)Nc2ccccn2)cc1	3%	2%	0.4%	-4%	-1.6	i	-5%	i	-1%
O=C(O)COc1ccc(NC(=O)c2ccc3c(c2)C(=O)N(Cc2ccccc2)C3=O)cc1	0%	3%	0.8%	3%	-2.9	i	-1%	i	-1%
S=c1nc[nH]c2c1ncn2C1CCCO1 (configuration not stated)	-29%	-4%	0.1%	-19%	-23	i	-2%	?	-16%
CCOC(=O)N1CCN(C(=O)c2ccccc2NC(=O)COc2ccccc2)CC1	1%	?	0.0%	8%	1.6	i	-2%	i	-10%
CCC1=NN2C(=N)/C(=C/c3cc(C)n(Cc4ccccc4)c3C)C(=O)N=C2S1	-23%	-6%	0.3%	-11%	-4.0	i	2%	i	-22%
COc1cccc(OC)c1C(=O)Nc1ccc(Br)c(C(=O)c2ccccc2)c1	-21%	8%	-1.5%	6%	-2.3	i	1%	.	7%
COc1ccc(-n2ncc(C(C)NS(=O)(=O)c3cc(F)ccc3C)c2C)cc1 (configuration not stated)	-2%	-21%	-0.2%	0%	-1.1	i	2%	i	-3%
O=C(Cn1c(=O)n(Cc2nc(-c3ccccc3)no2)c(=O)c2ccccc21)Nc1cccc(C(F)(F)F)c1	-37%	16µM*	-1.2%	?	.	.	.	.	-16%
COc1cc(OC)c(NS(=O)(=O)c2cc(C(=O)OC(C)C(=O)NC3CC3)c(Cl)cc2Cl)cc1Cl (configuration not stated)	8%	11%	4.1%	-1%	0.7	i	0%	i	-4%
O=c1cc(-c2ccc(F)cc2)nc(SCc2nc(-c3ccc(Cl)cc3)no2)[nH]1	-16%	.	-1.2%	0%	.	.	.	.	4%
Cc1cc(NC2CCCCC2)nc(N2CCOCC2)n1	-3%	5%	4.0%	-4%	5.0	i	3%	i	23%
O=C(CSc1ncc(-c2ccccc2)[nH]1)Nc1ccc(Cl)cc1	-64%	28%	8.2%	?	.	.	.	i	2%
COc1ccc(-n2cnc3sccc3c2=O)cc1	6%	7%	0.1%	24%	0.2	i	-1%	i	0%
Cn1c(SCC(=O)Nc2cccc(S(=O)(=O)N3CCOCC3)c2)nnc1-c1ccncc1	-27%	-19%	-0.7%	-2%	-2.3	i	-2%	i	2%
O=C(Nc1ccc2[nH]ccc2c1)c1cccs1	-1%	?	3.9%	0%	-0.8	i	0%	i	11%
Cc1ccc(C)c(Cn2nnc3c(=O)[nH]c(C4CCCN(C(=O)c5cccs5)C4)nc32)c1 (configuration not stated)	-18%	-5%	2.4%	-1%	-3.4	i	-1%	i	6%
COc1ccccc1CNc1nc(NCc2ccccc2)nc2ccsc12	-37%	.	-0.5%	18µM*	-2.0	i	.	?	.
COC(=O)c1cccc(NC(=O)c2ccc3c(c2)C(=O)N(CC2CCCO2)C3=O)c1 (configuration not stated)	46%	-14%	0.2%	-17%	-8.8	i	2%	i	-1%
Cc1nc(C(=O)NNC(=O)c2ccc(C(F)(F)F)cc2)cs1	-36%	?	0.0%	-12%	-3.2	i	3%	?	-7%
